Bioassay records (PubChem)
NPR2 activator = human GC-B receptor activators, primary screen, HEK293 GC-B cells, cGMP TR-FRET, EC30 CNP. 0% at EC30 CNP, 100% saturating CNP. actives 0.11% (n = 370,000). activation, % at 10 µM. Atrial natriuretic peptide receptor 2 (Homo sapiens), P20594;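 active = activation at 10 µM reaching about 35% in either raw or pattern-adjusted values, limit read from the data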
FXN GAA850 act = FXN promoter activators, primary screen, cell-based, luciferase luminescence, HEK293 lucGAA850; HEK293 lucGAA850 FXN promoter luciferase reporter, 24 h; percent of 10 µM SAHA response; activation, % at 6 µM; actives 0.56% (n = 360,000); AID 540364, 2011;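 active = activation above the average of all compounds screened plus 3 SD, cutoff fixed separately per campaign, cut at about 7.5% in these data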;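 also: 0% = DMSO wells and 100% = 10 µM SAHA wells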
DAX1 inh-1 = DAX1 (NR0B1) inhibitors, primary screen, cell-based, HEK293, Gal4-DAX1, luciferase luminescence; HEK293 Gal4-DAX1 luciferase reporter; Nuclear receptor subfamily 0 group B member 1 (Homo sapiens), P51843; inhibition, % at 6.75 µM; AID 504766, 2011; actives 0.99% (n = 340,000);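 active = inhibition above the mean over all tested compounds plus 3 SD, cut at about 4.2% in these data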;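 also: 0% = DAX1-transfected cells with DMSO and 100% = empty-vector control cells with DMSO; inhibition shows as a rise in luminescence from relieved DAX1 repression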
ssDAF12 agonist = S. stercoralis DAF-12 nuclear receptor activators, primary screen, cell-based, luminescence, HEK293, GRIP1 co-expression, lit1-tk-luc; Nuclear hormone receptor DAF-12 (Strongyloides stercoralis); HEK293 ssDAF-12/GRIP1 lit1-tk-luc reporter; % of 3 µM dafachronic acid response; activation, % at 6.8 µM; actives 1% (n = 370,000);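 active = activation above the mean over all tested compounds plus 3 SD, cut at about 0.9% in these data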;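 also: 0% = DMSO-only wells and 100% = 3 µM delta7-dafachronic acid wells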
DAX1 inh-2 = DAX1 (NR0B1) inhibitors on StAR promoter, primary screen, cell-based, luminescence, SF-1 (NR5A1), full-length DAX-1. AID 652010, 2013. HEK293T StAR-luciferase reporter, SF-1/DAX-1 repression relief. inhibition, % at 6.8 µM. actives 1.1% (n = 370,000);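 active = inhibition above the mean over all tested compounds plus 3 SD, cut at about 3.6% in these data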;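 also: 0% = DAX-1 cells with DMSO and 100% = cells lacking DAX-1 with DMSO; higher inhibition means more luminescence from relief of DAX-1 repression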
NPR1 activator = GC-A stimulated cGMP production enhancers – HEK293 GC-A cells, cGMP TR-FRET, EC30 ANP, primary screen; actives 0.14% (n = 370,000); AID 1671463, 2021; activation, % at 10 µM; Atrial natriuretic peptide receptor 1 (Homo sapiens), P16066; 0% at EC30 ANP, 100% saturating ANP; in the data active = activation above about 40%
Target sequence (P16066 whole entry, looked up): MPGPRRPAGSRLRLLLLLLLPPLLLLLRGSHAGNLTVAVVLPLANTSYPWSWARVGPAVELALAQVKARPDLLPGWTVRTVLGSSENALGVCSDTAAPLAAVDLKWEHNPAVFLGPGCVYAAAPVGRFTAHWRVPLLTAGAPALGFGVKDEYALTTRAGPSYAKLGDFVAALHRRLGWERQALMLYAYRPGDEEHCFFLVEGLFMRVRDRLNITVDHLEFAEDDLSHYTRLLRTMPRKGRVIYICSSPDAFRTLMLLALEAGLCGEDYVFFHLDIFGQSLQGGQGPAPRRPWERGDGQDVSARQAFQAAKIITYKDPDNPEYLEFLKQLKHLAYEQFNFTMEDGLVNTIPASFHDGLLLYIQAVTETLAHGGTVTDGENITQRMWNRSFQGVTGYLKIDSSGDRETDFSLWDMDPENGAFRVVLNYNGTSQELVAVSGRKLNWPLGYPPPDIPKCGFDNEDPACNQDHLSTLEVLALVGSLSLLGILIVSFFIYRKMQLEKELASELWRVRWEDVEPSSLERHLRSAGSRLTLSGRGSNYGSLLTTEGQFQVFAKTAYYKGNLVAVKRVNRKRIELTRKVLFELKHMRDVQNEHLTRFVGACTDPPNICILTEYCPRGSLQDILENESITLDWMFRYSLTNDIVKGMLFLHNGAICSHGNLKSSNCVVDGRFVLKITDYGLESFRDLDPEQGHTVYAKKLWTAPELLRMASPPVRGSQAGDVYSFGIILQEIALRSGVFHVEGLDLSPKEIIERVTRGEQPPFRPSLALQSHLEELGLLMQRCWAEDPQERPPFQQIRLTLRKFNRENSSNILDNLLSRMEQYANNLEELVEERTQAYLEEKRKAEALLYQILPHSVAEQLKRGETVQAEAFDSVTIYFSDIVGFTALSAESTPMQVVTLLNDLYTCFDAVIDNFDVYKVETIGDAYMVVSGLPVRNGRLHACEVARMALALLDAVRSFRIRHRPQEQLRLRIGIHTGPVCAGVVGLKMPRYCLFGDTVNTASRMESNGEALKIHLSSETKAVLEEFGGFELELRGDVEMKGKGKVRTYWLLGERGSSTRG
hcDAF-12 act = H. contortus DAF-12 nuclear receptor activators, primary screen, cell-based, luminescence, HEK293, lit1-tk-luc reporter. HEK293 hcDAF-12 lit1-tk-luc reporter; 0% DMSO, 100% Δ7-dafachronic acid. activation, % at 6.8 µM. actives 1.4% (n = 370,000). AID 652067, 2013;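 active = activation above the mean of all tested compounds plus 3 SD, cut at about 5.5% in these data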;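 also: 100% = response to 3 µM Δ7-dafachronic acid high control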
HGIII-sPLA2 inh = human group III sPLA2 inhibitors, primary screen, biochemical, QFRET, BODIPY PC-A2 liposome substrate. Group 3 secretory phospholipase A2 (Homo sapiens), Q9NZ20. QFRET BODIPY PC-A2 liposome hydrolysis, fluorescence. inhibition, % at 12.2 µM. actives 0.56% (n = 370,000). AID 743126, 2013;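 active = inhibition above mean plus 3 SD of compounds lying within the high and low control bounds, cut at about 19% in these data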;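 also: 0% = median of test compound wells and 100% = no enzyme DMSO wells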
SMARCA2 activ = SMARCA2 (BRM) function activators, primary screen, cell-based, luminescence, high throughput; actives 1% (n = 370,000); AID 652017, 2013; MG213 cells, MMTV-luciferase reporter, dexamethasone, overnight; activation, % at 9.1 µM; in the data active = activation above about 7.8%;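 also: 0% = vehicle wells and 100% = reference activator wells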
ADAM10 inh = human ADAM10 inhibitors, primary screen, biochemical, QFRET, HTS. Disintegrin and metalloproteinase domain-containing protein 10 (Homo sapiens), O14672. recombinant ADAM10, EDANS/DABCYL FRET peptide cleavage, 3 h. inhibition, % at 7 µM. actives 0.62% (n = 370,000). AID 720582, 2013;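 active = inhibition above a per-campaign cutoff equal to the mean of compounds falling between control-based bounds plus 3 SD, cut at about 20% in these data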;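 also: 0% = DMSO wells while the 100% control is not disclosed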
hgDAF12 agonist = H. glycines DAF-12 receptor agonists, primary screen, cell-based, luminescence, HEK293, GAL4 fusion, UAS-luciferase | Nuclear hormone receptor DAF-12 (Heterodera glycines), GAL4 fusion | AID 687014, 2013 | activation, % at 6.8 µM | actives 1.8% (n = 370,000) | HEK293 GAL4-hgDAF12 UAS-luciferase reporter, agonist luminescence; normalized to butyrate control;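 active = activation above a cutoff set at the mean of all screened compounds plus 3 SD, cut at about 10% in these data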;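 also: 0% = DMSO wells and 100% = sodium butyrate wells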
Starred values were filed as active, the others as inactive; i = inactive; / = no result given.

SMILES	NPR2 activator	FXN GAA850 act	DAX1 inh-1	ssDAF12 agonist	DAX1 inh-2	NPR1 activator	hcDAF-12 act	HGIII-sPLA2 inh	SMARCA2 activ	ADAM10 inh	hgDAF12 agonist
C=CCNC(=O)C1CCN(S(C)(=O)=O)CC1	3	-0.4	1.0	-0.9	-0.5	1	-1.0	-2	-4	-5	0.5
Cc1cc(NC(=O)c2ccc(OCC3CCCO3)cc2)ccc1Br (centres undefined)	5	-1.5	-1.5	-0.5	-0.2	6	0.9	1	0	-15	5.6
Cc1cccc(NC(=O)c2ccc(S(=O)(=O)N(C)C)cc2)n1	2	3.4	-0.7	-0.2	-0.1	3	1.6	3	3	6	3.4
O=S(=O)(NCc1csc(-c2cccnc2)n1)c1ccc(Cl)s1	2	-0.2	-0.7	-1.3	0.4	4	-1.3	-4	1	-14	-0.5
COC(=O)c1ccc(CSc2nc(-c3ccco3)cc(C(F)(F)F)n2)o1	1	-0.4	0.8	-1.2	-0.1	4	0.2	-10	1	2	-0.7
CSCCC(NC(=O)c1ccccc1)C(=O)NCC(C)(C)N1CCOCC1 (centres undefined)	3	-0.8	-0.3	-1.0	-0.4	-2	-1.4	3	4	-6	-0.3
COc1ccc(N2C(=O)CC(NNC(=O)c3ccco3)C2=O)cc1 (centres undefined)	2	0.2	0.7	-1.3	-1.2	2	-0.6	-8	2	-4	0.2
C=CCC(C(=O)NC(C)c1ccccc1)C(=O)NC(C)c1ccccc1 (centres undefined)	-2	-0.9	-1.0	-1.5	0.5	-5	-1.7	0	-2	2	0.7
N/C(=N\OC(=O)c1ccc(Cl)cc1Cl)c1ccncc1	-6	5.9	-0.7	-0.8	0.8	43*	1.1	11	12*	-8	6.8
Cc1ccc(Nc2nc(N)nc(CCl)n2)c(C)c1	5	-11	-4.0	-1.0	-1.6	8	0.2	15	-12	-1	-2.1
Cc1ccc(C(=O)O/N=C2\CC3CCC2(C)C3(C)C)cc1 (centres undefined)	9	-0.9	1.1	-1.6	-0.6	14	-0.2	4	-8	-13	-1.7
COc1cccc(N2CCN(C3CC(=O)N(c4cccc(Cl)c4)C3=O)CC2)c1 (centres undefined)	3	3.9	-0.3	-1.5	-0.2	5	-0.5	3	-2	8	0.0
O=C(Cc1ccccc1[N+](=O)[O-])N1CCc2ccccc2C1	2	2.1	0.5	1.1*	0.6	3	4.2	2	1	-3	11*
O=C(NCC(=O)N1CCCC1C(=O)O)OC1CCCCC1 (centres undefined)	5	-0.3	0.6	-0.4	-0.1	3	-2.0	4	-1	-2	0.6
Cc1cccc(-n2c(C)cc(/C=N\NC(=O)c3ccco3)c2C)c1	7	3.1	2.2	-1.3	2.3	2	2.3	4	4	2	9.9
CCN(CC)S(=O)(=O)c1ccc2c(c1)nc(CCC(=O)Nc1ccc3c(c1)OCO3)n2CC	-4	1.7	-1.2	-1.0	-0.5	-2	-1.4	-13	-1	2	-1.8
CCOc1ccc(N(CC(=O)Nc2cccnc2)S(C)(=O)=O)cc1	0	2.4	1.1	-1.0	1.0	4	0.4	-3	3	-5	-2.0
Cc1cc(C(=O)NC2CCCc3c2cnn3-c2ccc(C)c(C)c2)no1 (centres undefined)	4	2.0	-1.1	-1.6	-5.4	1	-3.6	-1	-2	3	-1.3
Cc1cccc(NC(=O)CCCn2cc([N+](=O)[O-])cn2)n1	-1	0.5	-0.7	-1.0	-0.3	0	-0.1	1	-2	3	-1.2
COc1ccc(NC(=O)COC(=O)CCc2ccc(S(=O)(=O)N3CCOCC3)cc2)c(OC)c1	-2	2.3	-0.3	-0.4	0.3	-1	4.8	-10	-1	2	0.4
CCOc1ccc(/C=c2\sc3nc(-c4ccco4)nn3c2=O)cc1OCC	4	-0.8	-0.8	-1.1	-0.6	21	-1.3	-1	-1	-8	-1.1
COc1ccc(C(=O)Nc2nnc(-c3ccc(F)cc3)s2)c(OC)c1	2	0.3	-0.6	-1.2	-0.2	-2	-0.1	-1	0	0	-0.6
O=C(c1cnn(C(=O)CN2CCCC2=O)c1)c1ccccc1O	-3	2.0	-0.8	0.4	0.5	-1	1.1	2	-3	-10	3.5
Cc1ccc(Cn2c(=N)c(C(=O)NCC3CCCO3)cc3c(=O)n4cccc(C)c4nc32)cc1 (centres undefined)	37*	0.1	-0.1	-1.3	0.6	40*	1.8	1	2	i	-0.8
CC1(C)CC(=O)C(/C=N/c2ncccc2C(=O)O)=C(O)C1	2	-0.8	0.2	-1.0	0.8	0	0.7	5	1	-39	0.0

The listing continues:
SMILES	NPR2 activator	FXN GAA850 act	DAX1 inh-1	ssDAF12 agonist	DAX1 inh-2	NPR1 activator	hcDAF-12 act	HGIII-sPLA2 inh	SMARCA2 activ	ADAM10 inh	hgDAF12 agonist
Cc1cc(C)c2c(CN3CCN(Cc4ccc5c(c4)OCO5)CC3)cc(=O)oc2c1	-4	-0.8	-1.0	-1.1	-0.6	-5	-1.2	-11	1	-12	0.7
O=C(Nc1ccccc1C(=O)NCC1CCCO1)c1ccccc1 (centres undefined)	3	-0.7	0.4	-1.4	-0.1	5	-0.5	-2	-1	4	-1.6
COc1ccc(N2CCN(CCCNC(=O)CCc3cccc(F)c3)CC2)cc1	4	/	/	-2.0	0.2	3	-0.9	4	-2	-4	-5.1
CCCCNC(=S)NCC(c1ccccc1)c1c[nH]c2ccccc12 (centres undefined)	-7	-0.8	-0.3	-1.0	0.5	-8	-0.6	-20	-2	13	-0.2
CS(=O)(=O)c1nc(S(=O)(=O)c2ccc(Cl)cc2)c(N2CCC3(CC2)OCCO3)s1	3	0.2	-0.4	-1.3	-0.3	-2	0.4	-2	-1	3	-1.1
Cc1ccc(C)c(NC(=O)CS(=O)(=O)c2cccc3nsnc23)c1	-6	2.6	-0.9	-0.9	0.6	-1	-1.3	-16	-1	11	-3.6
COc1ccc(Cl)cc1NC(=O)CNc1ccccc1N1CCOCC1	1	2.0	2.6	-0.3	-0.3	0	0.0	1	-5	-4	0.7
CCOC(=O)Cc1nnc(NC(=O)c2ccccc2OCC)s1	3	1.3	-1.1	-1.1	-0.4	-3	-1.1	-37	1	-1	-1.8
O=C(Nc1cc(C(F)(F)F)ccc1N1CCOCC1)C1CC1	5	0.2	0.4	-0.8	0.3	-3	-0.8	9	-1	-5	1.1
CN(C)/C=C/C(=O)c1ccc2noc(-c3ccc(F)cc3)c2c1	-4	-0.9	4.8*	-0.6	0.5	-2	-0.4	0	11*	2	5.1
CSc1ncccc1C(=O)OCC(=O)c1ccc(Br)s1	-3	1.4	-1.4	-0.4	-0.2	-1	0.3	-9	1	-1	-2.5
CC(=O)N(C(C)=O)N1C(=O)c2cccc3c(N4CCOCC4)ccc(c23)C1=O	-1	2.2	0.2	-1.1	0.0	-1	-1.8	5	-2	-15	5.3
O=C(CC(C(=O)O)c1ccccc1)Nc1ccccc1 (centres undefined)	-1	2.5	-0.6	-1.6	-0.1	1	2.1	1	-2	0	-1.4
COC(=O)c1cc(Cl)c(NC(=O)c2ccco2)cc1OC	0	3.1	-0.7	-1.5	-0.9	-3	-1.0	-5	-3	3	0.3
Cc1c(C)c2ccc(OCC(=O)NCCCn3ccnc3)c(C)c2oc1=O	-2	1.4	0.4	-1.8	0.0	-1	-0.7	-1	-3	-200	-1.8
COc1ccccc1N(C)S(=O)(=O)c1ccc(Cl)c(C(=O)NCc2cccnc2)c1	-2	-0.4	-0.8	-1.6	-1.0	-1	-0.5	-5	-1	-5	2.1
Cc1cccc(C)c1OCc1nnc(SCC(=O)Nc2cccc(C(=O)N3CCOCC3)c2)n1C	2	0.0	-2.0	-1.2	-0.3	3	-1.4	11	-2	-4	2.1
COc1ccc(S(=O)(=O)NCc2ccc(C(=O)NCCCN3CCCC(C)C3)cc2)cc1 (centres undefined)	8	3.0	0.8	-1.5	0.3	-3	-1.0	-4	-1	-2	-0.3
Cc1ccc(N(Cc2ccccc2)C(=O)c2cccc(F)c2)cc1	-9	3.2	0.4	-0.7	-2.0	-10	-0.3	-2	5	-5	3.6
COc1ccc2c(Cl)c(-c3nnco3)sc2c1	-6	5.2	2.3	-0.3	-0.7	-1	-2.5	-1	8	-2	1.4
Cc1ccc(NC(=O)C(c2ccccc2)N2CCN(CC(=O)NC3CC3)CC2)cc1 (centres undefined)	-2	-0.2	2.6	-1.0	-1.0	-1	2.4	0	0	-13	1.2
CCOC(=O)c1ccccc1NCN1C(=O)CSC1=O	0	-3.2	-0.4	-1.3	-0.7	-1	0.9	1	1	4	0.1
Cc1ccc(NC(=S)N(CCN(C)C)Cc2cc3cc(C)cc(C)c3[nH]c2=O)cc1	3	3.4	-0.3	-0.1	-0.1	-2	-1.4	-4	0	-5	0.8
Cc1ccc([C@@H]2[C@@H]3C(=O)N(C)C(=O)[C@@H]3[C@]3(C)C(=O)N(Cc4ccc(-c5ccccc5)cc4)CC(=O)N23)o1	-4	2.0	2.1	-0.8	0.2	33	-0.6	-1	0	-5	2.1
COc1ccc(N2CCN(C(=O)[C@@H](NC(=O)c3cc(OC)cc(OC)c3)C(C)C)CC2)cc1	-2	1.8	0.4	-0.9	-0.3	-5	1.9	6	-2	-2	-1.5
CC1Cc2ccccc2N1C(=O)CCNS(=O)(=O)c1ccc2c(c1)CCC(=O)N2 (centres undefined)	5	1.4	0.2	-1.3	0.6	1	-0.3	-3	0	3	-3.9
O=C(O)CCn1cc(C(=O)O)c(-c2ccccc2)n1	1	1.1	1.5	-1.7	0.2	0	-0.5	0	-1	-3	-0.3
O=C(NCc1ccco1)c1ccc(S(=O)(=O)N2CCCc3ccccc32)cc1	2	2.3	0.0	-1.8	-1.4	-1	-2.2	-33	-5	15	-6.4
Cc1cccc(NC(=O)CSCC(=O)N(C)Cc2ccc(Cl)c(Cl)c2)c1	0	-2.0	0.1	-1.5	-1.7	-5	-0.8	-1	-2	4	0.6
